RXFP1 antagonist – antagonists of human relaxin receptor RXFP1; Q9HBX9; HEK293-RXFP1, relaxin-stimulated cAMP HTRF, 30 min; hits give low values; activity change, negative = inhibition, % at 57.5 µM; actives 0.59% (n = 350,000);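 active means activity change of -60% or lower, but not beyond a set lower limit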; further: on the % scale 0 is the no-effect control and ±100 the full control effect
RXFP1 agonist – RXFP1 (human) receptor agonism. Q9HBX9. HEK293T-RXFP1 cAMP TR-FRET, 30 min; response scale: percent of porcine relaxin response, buffer zero. Potency, µM (top dose mostly 57.5 µM), for inactives: at the highest dose activation, actives largely listed as activators. actives 0.3% (n = 370,000). AID 2676; further: potency means the concentration at half of the fitted maximal effect; on the % scale 0 is the no-effect control and ±100 the full control effect; nearly all actives have a fitted effect of over 60% in size; many of its hits are not listed in these tables
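HEK293T cells stably expressing RXFP1 were pretreated with the PDE4 inhibitor Ro 20174, exposed to compounds for 30 min at 37C, lysed, and cAMP was read by TR-FRET. Data normalized to buffer (basal) and 29 nM porcine relaxin (100%).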
D2 PAM – positive allosteric modulators of human D2 dopamine receptor; P14416; HEK293 T-REx D2, calcium flux, EC20 dopamine potentiation; potentiation, % at 10 µM; actives 0.34% (n = 340,000); AID 485347;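 active means potentiation over 3 SD above the plate norm, cut at about 30% in these data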; further: 0% is about no effect
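Using a no-wash calcium dye in inducible, force-coupled HEK293 Trex cells expressing D2, we tracked fluorescence each second for 180 s after compound, then for 180 s after EC20 dopamine to detect augmented signalling.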
D1 ag – activates the human D1 dopamine receptor; P21728; HEK293 T-REx D1 cells, calcium flux, agonist mode; activation, % at 2 µM; actives 1% (n = 360,000); in the data active means activation above about 30%; further: 0% is about no effect
Target sequence (P21728 whole entry, looked up): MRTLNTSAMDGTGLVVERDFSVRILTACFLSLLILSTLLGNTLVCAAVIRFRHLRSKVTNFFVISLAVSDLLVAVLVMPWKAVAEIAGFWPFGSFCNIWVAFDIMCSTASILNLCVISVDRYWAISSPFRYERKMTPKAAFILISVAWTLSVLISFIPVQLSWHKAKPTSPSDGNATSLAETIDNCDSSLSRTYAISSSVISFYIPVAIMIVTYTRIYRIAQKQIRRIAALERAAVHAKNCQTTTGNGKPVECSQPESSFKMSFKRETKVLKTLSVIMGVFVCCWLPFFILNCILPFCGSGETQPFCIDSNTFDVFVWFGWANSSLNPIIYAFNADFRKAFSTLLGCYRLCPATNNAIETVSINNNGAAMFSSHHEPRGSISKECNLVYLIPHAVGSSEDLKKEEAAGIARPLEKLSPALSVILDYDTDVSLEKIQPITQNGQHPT
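Tetracycline-induced HEK293 TREx D1 cells, force-coupled to calcium signalling, were dye-loaded with a no-wash calcium kit. Compound was pin-added after a 10 s baseline. Fluorescence was read kinetically at 1 cycle/s for 180 s, with calcium rises flagged as agonism.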
D1 antag – blocks dopamine activation of the human D1 receptor; activity change, negative = inhibition, % at 10 µM; HEK293 TREx D1 cells, calcium flux, dopamine EC80; hits give low values; actives 3.2% (n = 360,000); in the data active means activity change below about -30%; further: on the % scale 0 is the no-effect control and ±100 the full control effect
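Kinetic fluorescence of a calcium dye serves as the read-out. D1-expressing Hek293 Trex cells, induced overnight at 30 C, are exposed to compound for 180 s before an EC80 dopamine addition, then read 180 s further.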
Vif-A3G inh – blocks the Vif interaction with human APOBEC3G; HeLa A3G-eYFP + Vif (tagged APOBEC3G with the HIV-1 protein that degrades it), YFP fluorescence, overnight; actives 0.076% (n = 410,000); Potency, µM (highest dose often 46.1 µM), for the others: at the highest dose activity, negative = active, usual class: inhibitors;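 further: potency means the concentration at half of the fitted maximal effect; on the % scale 0 is the no-effect control and ±100 the full control effect; nearly all actives have a fitted effect of over 60% in size; hits raise eYFP signal because A3G escapes Vif-driven loss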
Target sequence (Q9HC16 whole entry, looked up): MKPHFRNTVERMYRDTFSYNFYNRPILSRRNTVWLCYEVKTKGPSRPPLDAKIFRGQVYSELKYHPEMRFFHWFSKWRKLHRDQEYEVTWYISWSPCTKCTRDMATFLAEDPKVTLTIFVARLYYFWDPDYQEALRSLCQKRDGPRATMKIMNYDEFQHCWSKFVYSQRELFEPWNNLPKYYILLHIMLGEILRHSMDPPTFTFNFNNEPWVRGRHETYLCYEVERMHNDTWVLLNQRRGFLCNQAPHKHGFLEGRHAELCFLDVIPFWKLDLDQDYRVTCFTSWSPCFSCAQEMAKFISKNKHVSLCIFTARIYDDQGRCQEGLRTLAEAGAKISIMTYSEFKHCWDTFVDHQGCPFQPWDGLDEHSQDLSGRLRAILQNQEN
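Read-out is eYFP fluorescence (Ex 488/Em 500-530) from Vif-expressing HeLa A3G-eYFP cells; more signal means A3G escaped Vif-mediated degradation. Cells plated overnight, compound pinned in, incubated overnight at 37 deg C.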
D1 potentiator – human D1 dopamine receptor positive modulation. P21728. HEK293 TREx D1 cells, calcium flux, dopamine EC20 potentiation. potentiation, % at 10 µM. actives 0.036% (n = 360,000); in the data active means potentiation above about 30%; further: 0% is about no effect
GRP78 ERSR act – inducers of ER stress response in human glioma cells | U87-MG GRP78 promoter luciferase reporter, 16 h | Potency, µM, for the others: at the highest dose activation, actives largely listed as activators | actives 0.02% (n = 420,000); further: potency means the concentration at half of the fitted maximal effect; series mostly up to about 76 µM; % of control where 0% means no effect; nearly all actives have a fitted effect of over 35% in size
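Stably transfected U87-MG glioma cells carrying a GRP78-based luciferase sensor; 16 h compound incubation. Luminescence end-point read 10 min after Bright-Glo addition at room temperature.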
Vif-A3F inh – inhibitors of Vif-A3F interaction. Potency, µM (doses to about 46.1 µM), for the others: at the highest dose activity, negative = active. AID 602313. actives 0.2% (n = 390,000). HeLa A3F-eYFP + Vif (tagged APOBEC3F with the HIV-1 protein that degrades it), YFP fluorescence increase; further: potency means the concentration at half of the fitted maximal effect; % of control where 0% means no effect; nearly all actives have a fitted effect of over 65% in size
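Fluorescence increase (Ex 488/Em 500-530) after overnight compound treatment at 37 deg C flags inhibition of Vif-driven A3F-eYFP loss in stable HeLa A3F-eYFP/Vif cells seeded overnight beforehand.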
Active calls of the source: *; . = not tested or not shown; & = joins results of further samples; ! = repeats disagree. Unless noted, the call rests on the fitted dose curve; in most records, active means well fitted curve in the direction sought with a large enough effect; inconclusive means small, poorly fitted or top-dose-only effect, or another doubt; inactive means no such curve, though single readings can be large; an effect the other way counts as inactive or inconclusive. Only part of the results is shown. The share of hits here may be higher or lower than overall.

SMILES | RXFP1 antagonist | RXFP1 agonist | D2 PAM | D1 ag | D1 antag | Vif-A3G inh | D1 potentiator | GRP78 ERSR act | Vif-A3F inh
CC(C)OCCCNC(=O)c1ccc2c(c1)NC(=O)c1ccccc1S2 | -15&-10 | -0.4%&1.5% | 37*! | 3&0 | 1&8 | -9%&-4% | -3&-2 | -7%&-3% | -8%&2%
CCCOc1ccc(C(=O)Nc2ccc3c(c2)OCO3)cc1 | -5 | 3.5% | 1 | 6 | -16 | -13% | -7 | -4% | 3%
CN(CC(=O)Nc1cccc(F)c1)C(=O)c1ccc(NC2CC2)c([N+](=O)[O-])c1 | -8 | 0.1% | -4 | -1 | -9 | 1% | 3 | -1% | 0%
COc1ccc(NC(=O)Nc2ccc3c(c2)CCC3)cc1OC | 0 | 0.5% | -24 | 2 | 7 | 1% | 0 | -4% | -12%
O=C1CC(SCCO)C(=O)N1c1ccccc1 (stereo not given) | 18 | 1.6% | -4 | 1 | 2 | 2% | 0 | -4% | -3%
CC1CCN(CC(C)OC(=O)c2ccc3c(c2)OCCO3)CC1 (stereo not given) | . | 1.6% | -24 | 4 | 7 | 0% | -1 | -6% | -2%
OC(COc1ccc(CNCc2cccnc2)cc1)CN1CCc2ccccc2C1 (stereo not given) | -2 | -1.4% | -21 | 5 | -24 | 1% | -6 | -3% | -7%
O=C(O)C1CCN(C(=O)CSc2nc3cc(Cl)ccc3c(=O)n2Cc2ccccc2)CC1 | -20 | 6.9% | -1 | 2 | -2 | 2% | -4 | -1% | 0%
O=C(COc1ccc2ccccc2c1Br)N1CCN(c2ccccn2)CC1 | 22 | 11% | -4 | 3 | 13 | 3% | 3 | -1% | -10%
CCN1CCN(C(=O)CCc2nc3ccccc3n2-c2ccccc2)CC1 | -13 | 4.0% | 2 | 1 | 8 | 0% | -5 | -6% | -4%
Cc1ccc(NC(=O)CCc2nnc3ccc(N4CCC(C)CC4)nn23)nc1 | 3 | 0.7% | 10 | 3 | 9 | -1% | 12 | -2% | -14%
COc1ccc(CNC(=O)CN2N=C(c3ccccc3)CCC2=O)c(OC)c1 | -8 | 2.2% | -9 | -3 | -11 | -4% | 0 | 2% | 10%
O=C(c1cccc(Cl)c1)N1CCC(N2CCC(C(=O)N3CCOCC3)CC2)CC1 | -5 | 1.2% | . | 0 | 3 | -3% | 0 | -4% | 1%
O=C(CSc1nc(-c2ccncc2)nn1CC(=O)N1CCCCC1)NC1CCCC1 | -22 | 1.4% | -7 | 2 | 5 | 1% | 1 | -4% | 0%
CCCOC1OC(=O)c2c1ccc(OC)c2OC (stereo not given) | -4 | -0.1% | 17 | 0 | 4 | 0% | 4 | -2% | -1%
Cc1ccccc1NC(=O)Cn1nnc(C(=O)NCCc2ccccc2)c1N | . | 0.6% | -9 | 0 | 7 | 5% | 1 | -4% | -9%
CC(Oc1ccccc1)C(=O)N=Nc1c(O)[nH]c2ccc([N+](=O)[O-])cc12 (stereo not given) | -84* | 1.1% | 12 | 0 | 10 | -13% | -9 | -2% | -3%
CC(C)c1ccccc1OCCCCN1CCCCC1 | -10 | . | . | . | . | 1% | . | -5% | -1%
COc1ccc(-c2nnc3n2CCCCC3)cc1 | -1 | 2.3% | . | 2 | 13 | 3% | -6 | -3% | 1%
C/C(=N\NC(=O)c1cc([N+](=O)[O-])cc([N+](=O)[O-])c1)c1ccco1 | 3 | 0.8% | 10 | 4 | 8 | -4% | -5 | -5% | 0%
Cc1ccc(NC(=O)C2CCC(N3C(=O)C4CCCCC4C3=O)CC2)cc1 (stereo not given) | -18 | -0.4% | -11 | 2 | -4 | 0% | -6 | 3% | 12%
Cc1cc(C(C)(C)C)cc(C)c1COC(=O)CN1C(=O)NC2(CCCC2)C1=O | 14 | 0.1% | 10 | -1 | 11 | 4% | -9 | 0% | 7%
CCOC(=O)c1c(N=CN(C)C)c2cc([N+](=O)[O-])cnc2n1C | -16 | 1.3% | -3 | 2 | 1 | -3% | -3 | -4% | -18%
CCOC(=O)c1cnc2ccc(Cl)cc2c1Nc1ccc(OCC)cc1 | -28 | -1.4% | -3 | 3 | -58* | -2% | 4 | -4% | 1%
COC(=O)c1cn(NC(=O)Cc2cccc(OC)c2)c(=O)c2ccccc12 | -6 | 3.1% | 11 | 2 | -7 | -1% | -4 | -2% | 9%

Continued, starting with the last 2 of the part before.
SMILES | RXFP1 antagonist | RXFP1 agonist | D2 PAM | D1 ag | D1 antag | Vif-A3G inh | D1 potentiator | GRP78 ERSR act | Vif-A3F inh
CCOC(=O)c1cnc2ccc(Cl)cc2c1Nc1ccc(OCC)cc1 | -28 | -1.4% | -3 | 3 | -58* | -2% | 4 | -4% | 1%
COC(=O)c1cn(NC(=O)Cc2cccc(OC)c2)c(=O)c2ccccc12 | -6 | 3.1% | 11 | 2 | -7 | -1% | -4 | -2% | 9%
NC(=O)c1ccc(NC(=O)CCCNC(=O)c2ccc(Cl)cc2)cc1 | 2 | -2.4% | . | 4 | -3 | 2% | -5 | -2% | 7%
CCn1c(CNC(=O)c2cccnc2)cc2ccccc21 | 10 | 0.5% | 3 | 6 | -2 | 8% | -1 | 0% | -3%
CCCOc1ccc(C2C(=O)N(C3CCC(C)CC3)CC(=O)N2Cc2cccc(OC)c2)cc1OC (stereo not given) | -6 | 2.2% | 5 | 0 | -3 | 2% | -1 | -4% | 0%
COc1ccccc1NC(=O)CSc1nnc2ccc(-c3cccnc3)nn12 | -10 | 9.3% | 3 | 2 | -7 | 1% | 2 | -3% | -12%
COc1ccccc1CNC(=O)[C@H](C)NC(=O)C1CCN(C(=O)[C@H](CCSC)NC(=O)OC(C)(C)C)CC1 | . | -0.8% | 5 | 2 | -6 | 1% | 12 | -1% | 11%
COc1cccc(C(=O)NCCS(=O)(=O)N2CCCCC2)c1 | 6 | -0.3% | -2 | 3 | -19 | 0% | 4 | -5% | -8%
Cc1cc(=O)[nH]c(SCC(=O)N2CCc3ccccc3C2)n1 | -1 | 0.0% | 9 | 3 | -2 | 0% | 5 | -6% | -11%
O=C(O)c1ccc(C2NCC(c3ccccc3Cl)c3c2[nH]c2ccccc32)cc1 (stereo not given) | -3 | -0.4% | -4 | 3 | 2 | 1% | 0 | -1% | 7%
O=C(Cc1ncc(C(F)(F)F)cc1Cl)Nc1ccc(F)cc1 | -1 | 1.7% | -4 | 2 | 4 | -2% | -10 | -4% | -14%
Cc1ccc(C)c(SCc2noc(C(=O)NC(C)C)c2C(=O)O)c1 | . | 1.2% | -2 | 1 | 49 | -5% | -2 | -3% | 2%
COC(=O)COc1nc(C)c2c(c1C#N)CC(C)(C)OC2 | -5 | 1.0% | 2 | 0 | -4 | -4% | -5 | -1% | -1%
N/C(=N\OC(=O)COc1ccc2ccccc2c1)c1cccnc1 | -14 | 0.9% | -7 | 9 | -10 | -1% | 3 | 2% | 3%
Cc1cc(NS(=O)(=O)c2ccc(NC(=O)COc3c(C)cc(Br)cc3C)cc2)no1 | 2&-8 | -1.8%&2.4% | 10&2 | 88*! | 6&-1 | -4%&1% | -6&-9 | 0%&1% | 4%&5%
O=C(Nc1ccc(-c2noc(CCc3ccccc3)n2)cc1)c1ccco1 | -18 | 1.5% | 8 | 1 | 5 | -5% | 0 | -5% | -1%
Cc1ccc2nc(-c3ccccc3)oc(=O)c2c1 | 7 | 0.4% | -5 | -1 | -5 | 1% | -1 | -3% | -11%
COc1ccc(CCNC(=O)[C@@H](NC(N)=O)C(C)C)cc1 | -9 | 1.2% | -1 | 0 | 10 | -9% | -4 | -2% | 1%
O=C(Nc1ccc(F)cc1)N(Cc1cccs1)Cc1cc2cc3c(cc2[nH]c1=O)OCO3 | 2 | 3.7% | -18 | 2 | -20 | -6% | -3 | -1% | 1%
CCCCCC(=O)Nc1cc(S(=O)(=O)N2CCOCC2)ccc1N1CCN(C)CC1 | -3 | -2.2% | 13 | 3 | -3 | -4% | -5 | -4% | -4%
Cc1c(/N=C/c2ccco2)n(Cc2ccccc2)c2ccccc12 | 8 | 0.6% | . | . | . | -1% | . | 0% | -2%
O=C(NCc1cccs1)C1CCC(CNS(=O)(=O)c2ccccc2)CC1 (stereo not given) | -20 | -0.7% | -5 | 2 | -33* | -4% | -8 | -2% | 13%
CN(CCOc1ccc(Cl)cc1)C(=O)C1CCN(C(=O)c2ccc(F)cc2)CC1 | -15 | 0.5% | . | 13 | -33* | -2% | -12 | -4% | 1%
COc1cc(C(CCN2CCCC(C)C2)c2c(OC)cc(OC)c3c2OC(=O)CC3c2ccc(N(C)C)cc2)cc(OC)c1OC (stereo not given) | . | -0.3% | -21 | 5 | -7 | -1%&4% | -8 | -4%&-4% | 0%
CCc1ccccc1NC(=O)CSc1n[nH]c(-c2cccnc2)n1 | -8 | 2.1% | 2 | 3 | 0 | -6% | . | -5% | -1%
CC1CC1C(=O)OCC(=O)Nc1ccc(S(=O)(=O)N2CCOCC2)cc1 (stereo not given) | -5 | . | . | . | . | -2% | . | -2% | -14%
COc1cc(/C=C/C(=O)O)cc(S(=O)(=O)Nc2ccc3[nH]c(=O)[nH]c3c2)c1OC | 15 | 2.3% | -4 | 0 | 5 | -6% | -4 | -4% | 3%
CCc1ccccc1NNC(=O)c1cc(C)on1 | 8 | 1.1% | 8 | 0 | 9 | -9% | -5 | 0% | -2%
CCC(=O)N1CCc2cc(Br)cc(S(=O)(=O)N3CCCC(C(=O)Nc4ccc(CC)cc4)C3)c21 (stereo not given) | . | -0.3% | -6 | -1 | -5 | -2% | 1 | -2% | -8%
O=C(OCCOCCN=C1NS(=O)(=O)c2ccccc21)c1ccccc1Br | -7 | 0.7% | 4 | 7 | 6 | 1% | -2 | -1% | 0%

Limited to D1 potentiator, Vif-A3F inh and D1 ag, for five of the compounds above:
SMILES	D1 potentiator	Vif-A3F inh	D1 ag
O=C(Nc1ccc(-c2noc(CCc3ccccc3)n2)cc1)c1ccco1	0	-1%	1
Cc1ccc2nc(-c3ccccc3)oc(=O)c2c1	-1	-11%	-1
COc1ccc(CCNC(=O)[C@@H](NC(N)=O)C(C)C)cc1	-4	1%	0
O=C(Nc1ccc(F)cc1)N(Cc1cccs1)Cc1cc2cc3c(cc2[nH]c1=O)OCO3	-3	1%	2
CCCCCC(=O)Nc1cc(S(=O)(=O)N2CCOCC2)ccc1N1CCN(C)CC1	-5	-4%	3
